OPRM1-OPRD1 inv: mu-delta opioid heterodimer inverse agonism; cell-based MOR-DOR heterodimer luminescence; inhibition, % at 9.3 µM; actives 0.21% (n = 340,000); AID 504357; in the data active = inhibition above about 22%, passing the limit was not always enough;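 also: 0% = cells with DMSO and 100% = wells without cells with DMSO; values of inactives mirror those of a sister screen read the other way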
AddAB inh: less growth of phage-infected E. coli with AddAB. E. coli expressing H. pylori AddAB, absorbance growth. inhibition, % at 11.9 µM. actives 0.29% (n = 330,000); in the data active = inhibition above about 12%;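 also: 0% = vehicle wells of infected cells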
Mot1-301 SUMO: blocks SUMOylation pathway, rescuing yeast Mot1-301 growth; S. cerevisiae Mot1-301 growth rescue, ATP luminescence, 38.5C; percent above DMSO median, 100 means doubled; growth rescue, % at 18.8 µM; actives 1% (n = 320,000); AID 2716;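 active = every valid replicate shows activation above 250% relative to neutral control wells; inactive = the rest, any valid replicate at or below 250%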;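 also: OY570 slx delta 5 strain wells were the positive control but not used for scaling; some compounds called inactive have numbers as strong as hits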
OPRM1-OPRD1 ag: agonists of human mu-delta opioid receptor heterodimerization. activation, % at 9.3 µM. actives 0.3% (n = 340,000). P35372+P41143. AID 504326. cells, OPRM1-OPRD1 heterodimerization, luminescence; in the data active = activation above about 18%;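 also: 0% = vehicle-treated cells and 100% = reference agonist; values of inactives mirror those of a sister screen read the other way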
PfHsp90 yeast 2: reduces growth (ATP signal) of yeast expressing P. falciparum Hsp90; S. cerevisiae expressing PfHsp90, BacTiter-Glo ATP, 48 h; yeast lacking PDR1 and PDR3 efflux regulators; inhibition, % at 9.4 µM; actives 0.32% (n = 310,000);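 active = every replicate shows inhibition above about 80%, whatever the replicate mean, limit read from the data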;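 also: 0% = DMSO neutral controls and 100% = 20 µM radicicol positive controls; yeast relying on Plasmodium falciparum Hsp90 in place of its own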
E coli growth: reduces bacterial viability in AddAB counter-screen; actives 0.27% (n = 330,000); inhibition, % at 11.9 µM; E. coli V3065 growth, OD600 absorbance, 18 h;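 active = inhibition above the campaign's mean inhibition across all tested compounds plus 3 SD, cut at about 9.9% in these data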;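 also: uninfected addAB+ strain grown without phage in ampicillin broth; 0% = DMSO wells and 100% = ciprofloxacin 0.95 µg/ml wells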
phage Ecoli inh: E. coli growth loss with phage present | AID 651602 | actives 0.26% (n = 360,000) | inhibition, % at 11.9 µM | growth absorbance; in the data active = inhibition above about 11%
PKA-R2B activ: activators of human PKA-R2B complex. P22694+P31323. PKA-R2B holoenzyme dissociation, Cy5-IP20 fluorescence polarization; R2B truncated from residue 108, S112A mutant; 0% DMSO only, 100% 113 µM cGMP. AID 504700. actives 0.079% (n = 340,000). activation, % at 11.4 µM;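 active = activation above a cutoff set at the mean over all compounds plus 3 SD, cut at about 18% in these data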;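 also: higher means more holoenzyme dissociation and a rise in polarization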
Target sequence (P31323 whole entry, looked up, other chains not shown, the tested form may be a part): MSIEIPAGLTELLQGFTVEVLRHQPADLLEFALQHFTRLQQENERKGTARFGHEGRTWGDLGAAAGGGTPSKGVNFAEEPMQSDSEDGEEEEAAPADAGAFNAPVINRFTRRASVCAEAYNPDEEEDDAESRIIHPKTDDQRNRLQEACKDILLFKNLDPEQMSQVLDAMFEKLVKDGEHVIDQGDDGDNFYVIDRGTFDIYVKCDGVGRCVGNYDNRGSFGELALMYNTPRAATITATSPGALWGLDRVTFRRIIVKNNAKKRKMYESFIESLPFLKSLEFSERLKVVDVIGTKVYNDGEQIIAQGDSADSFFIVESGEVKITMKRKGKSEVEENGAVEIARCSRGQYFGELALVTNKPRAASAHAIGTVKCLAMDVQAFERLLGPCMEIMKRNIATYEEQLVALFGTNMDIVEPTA
PKA-R1A activ: activators of PKA-R1A complex; PKA-R1A dissociation, Cy5-IP20 fluorescence polarization; scaled: DMSO 0%, 113 µM cGMP 100%; activation, % at 11.4 µM; actives 0.083% (n = 340,000);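 active = percent activation above the mean of all tested compounds plus 3 SD, cut at about 19% in these data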;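 also: higher means more PKAc released from R1A so a rise in polarization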
HTR5A inv ctr: inverse agonist of human HTR5A in OPRM1-OPRD1 counter-screen; inhibition, % at 9.3 µM; P47898; actives 0.083% (n = 340,000); AID 504634; HTR5A cell line, luminescence, inverse agonism; in the data active = inhibition mostly above about 23%, no sharp cut-off; inactive = mostly below about 18%;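 also: 0% = cells with DMSO and 100% = no-cell wells with DMSO; some compounds called inactive have numbers as strong as hits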
Target sequence (P47898 whole entry, looked up): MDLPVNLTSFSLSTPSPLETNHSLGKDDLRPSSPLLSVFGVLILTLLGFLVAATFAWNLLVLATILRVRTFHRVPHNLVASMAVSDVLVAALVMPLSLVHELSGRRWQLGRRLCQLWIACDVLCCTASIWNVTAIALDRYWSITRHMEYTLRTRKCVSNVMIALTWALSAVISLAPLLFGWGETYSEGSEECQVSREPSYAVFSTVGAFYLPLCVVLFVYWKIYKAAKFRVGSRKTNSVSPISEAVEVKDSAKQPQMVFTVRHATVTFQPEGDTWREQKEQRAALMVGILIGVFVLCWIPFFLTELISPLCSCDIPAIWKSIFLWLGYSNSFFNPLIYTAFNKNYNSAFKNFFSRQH
Tat transport: blocks Tat-dependent protein export in E. coli; E. coli MC4100 TorA-mCherry Tat export, fluorescence; inhibition, % at 10 µM; actives 0.036% (n = 340,000); AID 488895;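 active = mean replicate inhibition at least 50% and at least half of replicates individually reaching 50%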;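 also: exported cargo escapes ClpAP degradation while cytoplasmic cargo is degraded and loses fluorescence; 0% = median of neutral control wells and 100% = median of NaSCN control wells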
Starred values were filed as active, the others as inactive; · = no result given. Rows were taken by chance; any-hit rate near 2.2%.

SMILES	OPRM1-OPRD1 inv	AddAB inh	Mot1-301 SUMO	OPRM1-OPRD1 ag	PfHsp90 yeast 2	E coli growth	phage Ecoli inh	PKA-R2B activ	PKA-R1A activ	HTR5A inv ctr	Tat transport
COc1ccccc1NC(=O)c1sc2ncn(Cc3cccc(C)c3)c(=O)c2c1C	13.5	1.5	9.9	-2.4	-28.9	-1.6	-0.8	-0.8	-9.8	4.9	0.7
CC(C)(C)[C@H](N)C(=O)N[C@H]1CCC2C3CC=C4C[C@@H](O)CC[C@]4(C)C3CC[C@@]21C (stereo partly specified)	-63.1	0.4	-2.2	14.4	22.8	0.6	4.0	2.1	-12.3	-26.5	-1.2
O=C(c1cc(-c2cccs2)on1)N1CCN(c2ccc(F)cc2)CC1	-24.4	2.4	22.2	4.3	·	0.0	3.8	11.6	-7.6	-3.8	0.3
COc1ccc(-c2nnc(SCc3ccccc3F)o2)cc1OC	10.2	3.6	6.0	-2.1	-8.0	3.0	2.0	-2.5	-2.7	-3.8	-8.6
O=[N+]([O-])c1cccc(S(=O)(=O)N2CCCCC2c2cccnc2)c1 (stereo unspecified)	-8.9	4.0	14.9	1.8	8.6	1.3	1.3	8.2	4.2	9.3	-2.4
OC(CNC1CCCc2ccccc21)COc1ccc2ccccc2c1 (stereo unspecified)	-208.4	1.5	-27.1	42.2*	23.3	0.5	2.1	3.8	7.9	-5.3	-0.1
O=C(Cc1ccccc1)c1c[nH]c(C(=O)NCc2ccncc2)c1	7.2	-0.8	274.7	-1.6	7.9	-1.5	1.3	-0.1	10.3	-6.6	-11.7
COc1cc(/C=N/NC(=O)c2ccc(O)cc2)ccc1Oc1ccc([N+](=O)[O-])cn1	-11.4	-0.7	-14.2	2.3	9.9	0.9	5.2	-4.3	-14.2	8.7	15.8
CC(C)NS(=O)(=O)c1ccc(OCC(=O)NCC2CCCO2)c(Cl)c1 (stereo unspecified)	12.4	0.8	4.8	-2.3	9.1	-0.3	·	0.1	-7.0	17.8	-2.0
CCOc1ccc(NS(=O)(=O)c2ccc3c(c2)N(C(C)=O)CC3)cc1	-5.1	1.5	-6.7	0.9	3.0	0.2	2.0	-9.7	-1.4	5.5	-2.1
Cc1ccc(OCCCC(=O)Nc2ccc(S(=O)(=O)Nc3cc(C)on3)cc2)cc1	12.4	2.4	20.0	-2.0	-17.1	-0.5	3.0	-5.6	-1.2	-8.0	6.0
C/C(=N/NC(=O)c1ccc(Br)o1)c1ccc(C)o1	6.3	-1.5	-0.5	-1.1	-9.0	-0.3	1.4	-1.6	-4.0	-1.9	-5.9
O=C(NC1CCOc2ccccc21)c1ccc(Cl)nc1 (stereo unspecified)	3.4	3.2	251.7	-0.5	-28.6	-0.7	1.8	-6.0	-11.6	-7.4	0.2
CS(=O)(=O)c1ccc2nc(NC(=O)c3ccccc3Br)sc2c1	13.1	0.7	-2.7	-2.6	1.6	-1.5	-1.3	-14.5	-0.7	-5.6	-10.2
COc1ccc(CNC(=O)CSc2nnc(C3CC3)n2C2CC2)cc1	9.8	0.8	-1.1	-2.5	-10.8	0.5	2.4	-7.5	-1.2	-9.4	5.8
CCOc1ccc(S(=O)(=O)NCCC(=O)N(C)CC(=O)Nc2ccc(N3CCOCC3)cc2)cc1	12.0	2.4	6.2	-2.2	-5.9	2.0	2.2	6.2	-1.8	6.6	-1.2
COc1ccc(N2C(=O)C3ON(C4SC(=S)N(C)C4(C)C)C(c4ccc(Cl)cc4)C3C2=O)cc1 (stereo unspecified)	0.7	-0.3	-22.8	-0.1	-17.4	-0.1	1.8	-10.2	4.2	17.4	-2.6
N=c1c(-c2nc3ccccc3[nH]2)cc(C(=O)c2cccs2)nn1-c1ccccc1	2.5	-4.7	-17.1	-0.4	·	-5.8	·	11.8	11.7	-12.1	-10.1
O=C(O)CCC(=O)N1N=C(c2ccco2)CC1c1cccs1 (stereo unspecified)	11.3	3.7	-4.0	-2.2	-13.6	1.0	2.0	-4.1	-9.0	-1.4	-2.1
Cc1ccc(S(=O)(=O)N2CCCCC2)cc1NC(=O)Cn1ncc(Cl)c(Cl)c1=O	13.2	2.5	4.9	-3.5	-2.2	-0.2	-2.5	0.3	-3.6	-23.7	1.1
COc1cc(/C=C/C(=O)Nc2ccc(C(C)=O)cc2)cc(OC)c1OC	-6.8	0.8	-2.4	1.2	7.9	0.9	4.5	-10.6	-6.6	-21.8	14.2
CCOC(=O)c1c(-c2ccccc2)csc1NC(=S)N(CC)CC	-15.2	·	·	2.1	-8.3	·	3.4	-4.1	-12.3	-20.3	1.3
COc1ccc(N2CCC(CNC(=O)Nc3ccc(OC)cc3OC)C2)cc1 (stereo unspecified)	1.6	-1.1	16.1	-0.3	-18.7	-0.5	0.1	5.7	-9.3	9.6	-12.5
COc1cccc(Nc2nc(=O)[nH]nc2C)c1	7.4	-0.9	-5.7	-1.2	-5.6	0.8	-0.3	-5.9	-5.1	-6.8	2.1
Cc1ccc(-n2nc3c(c2NC(=O)c2ccc(F)c(F)c2)CS(=O)(=O)C3)cc1	14.9	1.2	-7.7	-2.9	0.4	0.9	1.2	-6.4	-13.8	-2.3	12.0

Continuation.
SMILES	OPRM1-OPRD1 inv	AddAB inh	Mot1-301 SUMO	OPRM1-OPRD1 ag	PfHsp90 yeast 2	E coli growth	phage Ecoli inh	PKA-R2B activ	PKA-R1A activ	HTR5A inv ctr	Tat transport
CN(C)CCCN(C(=O)c1ccco1)c1nc2c(F)cccc2s1	9.4	-2.0	-14.2	-1.8	2.3	2.3	4.6	-3.4	0.5	-20.2	-3.0
COc1ccc(C)cc1NC(=O)COC(C)=O	17.5	-0.2	-6.2	-3.9	·	2.3	0.9	-12.7	-10.0	-20.7	-15.5
COCCn1c(-c2cc(OC)c(OC)c(OC)c2)nc2oc3ccccc3c(=O)c2c1=O	10.4	-2.4	-14.5	-1.7	8.0	0.0	2.2	2.8	-5.7	-31.6	1.8
COc1ccc(CNC(=O)CN2CCN(S(=O)(=O)c3ccccc3)CC2)cc1	11.3	1.8	11.8	-2.9	·	-1.1	3.1	-2.2	-0.6	10.8	-1.6
NC1=NC(c2ccc(Cl)cc2)N(c2ccc(S(N)(=O)=O)cc2)C(N)=N1 (stereo unspecified)	16.5	1.2	-12.6	-3.7	6.6	-0.9	3.7	0.1	-11.3	-6.6	1.9
CCC(O)(C#CCN1CCCCC1)CC	-0.2	1.6	5.4	0.0	-17.0	1.6	3.8	-6.6	6.4	18.4	-0.7
COC(=O)c1ccc(N2CCN(C)CC2)c(NC(=O)COc2cccc(C)c2)c1	-9.0	2.2	1.9	1.1	20.4	0.3	1.8	3.0	-3.8	-13.8	2.3
CC(=O)Oc1ccccc1C(=O)Oc1ccccc1C(=O)O	2.8	-2.4	64.8	-0.5	-16.4	-0.3	1.8	-4.1	-2.2	-36.2	-1.1
COc1ccc(N(CC(=O)N/N=C/c2ccco2)S(=O)(=O)c2ccccc2)cc1Cl	-3.7	0.3	7.7	0.7	0.9	-1.4	1.7	-5.3	-16.0	14.1	1.3
Cc1ccn(S(=O)(=O)c2ccc3oc(=O)ccc3c2)n1	13.0	2.4	12.5	-2.0	-8.0	-1.0	0.5	13.0	-11.1	-8.7	-2.2
CCN1CCN(S(=O)(=O)c2ccc(S(=O)(=O)NC3CC3)cc2)CC1	18.8	1.0	-0.2	-3.6	6.4	1.3	3.0	-6.5	1.8	-7.3	6.4
CCOC(=O)C1CCCN(C(=O)c2ccccc2[N+](=O)[O-])C1 (stereo unspecified)	13.3	-0.2	-17.8	-2.3	6.6	0.3	1.4	0.7	-0.7	-7.2	-3.0
COc1ccc(C)cc1NC(=O)CCS(=O)(=O)c1cc2c(cc1Cl)NC(=O)CO2	10.7	0.5	5.2	-2.2	13.0	-3.2	1.8	-11.8	-5.7	-15.8	3.6
CCCOc1cccc(C2/C(=C(\O)c3ccc4c(c3)OCCO4)C(=O)C(=O)N2CCCn2ccnc2)c1 (stereo unspecified)	6.8	1.1	0.9	-1.3	1.7	1.0	1.8	5.2	2.8	-1.2	-1.9
CN1C(=O)[C@@H]2[C@H](C1=O)[C@@H]1C(=O)Nc3ccccc3C(=O)N1[C@@H]2c1cccc(Br)c1	7.0	2.9	-1.8	-1.2	11.8	-0.5	2.5	7.2	-7.1	-5.4	-10.1
S=C(N=Nc1ccccc1)NNc1ccccc1	0.5	-2.4	7.3	-0.1	5.9	-4.5	0.8	-6.8	-3.9	5.5	0.5
CSc1ccc(CCNC(=O)CCc2nnc3ccc(N4CCCC4)nn23)cc1	14.2	3.8	28.5	-2.4	-2.4	-0.3	3.5	-7.8	-1.8	-30.9	-5.8
Cn1ncc(Cl)c1C(=O)N1CCCc2ccccc21	5.9	5.0	8.6	-1.4	-4.4	2.6	-3.6	-3.0	7.1	-4.5	9.4
Cc1ccc(S(=O)(=O)N2CCCC(c3nc(-c4ccc(C)o4)no3)C2)cc1 (stereo unspecified)	12.4	1.4	-0.4	-2.2	-5.7	-1.6	1.8	-16.7	-5.5	2.6	3.2
CC(=O)Nc1cccc(/C(C)=N/NC(=O)c2cccc(S(=O)(=O)N3CCOCC3)c2)c1	4.7	1.2	-3.3	-0.9	8.8	-1.8	4.3	3.5	-1.7	-23.6	-3.4
Cc1ccc2[nH]c(C)c(CCNC(=O)c3c(N)no[n+]3[O-])c2c1	-4.5	2.0	-11.0	0.9	·	0.3	2.9	-8.7	0.0	1.9	-5.0
Cc1ccc(CN2C(=O)C(Cc3ccccc3)Nc3ncnc(N4CCN(c5ccccc5)CC4)c32)cc1 (stereo unspecified)	50.9*	1.5	-15.9	-8.8	16.6	0.3	2.3	-4.7	-8.2	55.2*	-8.3
CCOC(=O)C1CCN(c2cc3c(cc2NC(=O)c2ccccc2OCC)n(C)c(=O)n3C)CC1	4.8	1.2	-16.0	-0.9	-53.5	-2.9	1.3	-4.8	-5.8	-22.2	19.3
CC(=O)c1c(C)[nH]c(C(=O)NNC(=O)COc2cc(C)ccc2C(C)C)c1C	3.4	-0.8	13.1	-0.8	0.5	0.3	4.7	-9.2	-2.8	0.7	-0.7
COc1ccc(Cn2nnnc2CN2CCN(c3ccc(OC)cc3)CC2)cc1	-1.2	2.0	884.6*	0.2	-23.2	-0.2	5.3	-2.4	-0.2	1.2	14.3
CCCCCOc1ccc(C(=O)OCC(=O)Nc2cc(C)on2)cc1	-12.4	·	·	1.9	-3.7	·	2.6	2.4	-5.8	-7.1	-3.9

Bioassay records as filed in PubChem.
